# SNCA expr inhib: SNCA gene expression inhibition. actives 0.17% (n = 140,000). HEK-293 SNCA-luciferase knock-in, luminescence, 24 h. AID 1671194. Potency, µM (top dose mostly 57.2 µM), without a hit: at the top dose activity change, negative = inhibition, usual class: inhibitors;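 further: potency means the concentration at half of the fitted maximal effect; plate controls were DMSO cells for no effect and cell-free wells for full effect; nearly all actives have a fitted effect of over 45% in size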
# HEK293 tox: cytotoxic compounds in HEK 293 cells; HEK 293 viability, ATP luminescence (CellTiter-Glo), 48-72 h; Potency, µM (titrated, usually from 115 µM), without a hit: top-dose activity change, negative = cytotoxicity, most hits filed as inhibitors; actives 6.6% (n = 94,000); further: potency means the concentration at half of the fitted maximal effect; nearly all actives have a fitted effect of over 60% in size
#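 CellTiter-Glo luminescence (cellular ATP) was read after 48 or 72 hr of compound exposure at 37 degree Celsius. Cells were HEK 293 plated at 250 cells/well.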
# GPT2 inhibitor: inhibitors of human GPT2 alanine aminotransferase. Q8TD30. Recombinant GPT2, coupled pyruvate oxidase/HRP Amplex Red fluorescence. Potency, µM (top dose mostly 57.7 µM), without a hit: at the top dose activity change, negative = inhibition, hits mostly inhibitors. actives 0.25% (n = 100,000); further: potency means the concentration at half of the fitted maximal effect; nearly all actives have a fitted effect of over 60% in size; many of its hits are not listed in these tables
#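 Fluorescence read-out: pyruvate from GPT2 turnover coupled to pyruvate oxidase, HRP and Amplex Red (0.2mM ThPP, 0.2U/mL PO and HRP, 50uM Amplex final). Substrates 250uM a-KG, 2mM L-alanine; enzyme 10ng/uL; 30 min RT.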
# HEK293 viab: reduces viability of HEK-293 SNCA reporter cells | HEK-293-SNCA-luc viability, GF-AFC fluorescence, 24 h | Potency, µM (top dose mostly 57.1 µM), inactives show at the top dose activity change, negative = cytotoxicity, hits mostly cytotoxic | actives 0.12% (n = 150,000);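 further: potency means the concentration at half of the fitted maximal effect; 0% = DMSO-treated cells and -100% = medium-only wells without cells; nearly all actives have a fitted effect of over 30% in size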
#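 HEK-293-SNCA-luc cells (1500/well) plated 24 h, then exposed 24 h to a dilution series; GF-AFC added 30 min at 37C, fluorescence 405/540 nm; normalised to medium-only and DMSO wells, Hill fit.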
# 3T3 cytotox: kills NIH 3T3 cells. NIH 3T3 viability, CellTiter-Glo ATP luminescence, 48-72 h. AID 1345082. Potency, µM (highest dose often 96.7 µM), for inactives: top-dose activity change, negative = cytotoxicity, usual class: inhibitors. actives 4.3% (n = 94,000); further: potency means the concentration at half of the fitted maximal effect; nearly all actives have a fitted effect of over 55% in size
#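 Mouse fibroblast NIH 3T3 cells, 400 per well, received compound via pintool and were incubated for 48 or 72 hr prior to CellTiter-Glo ATP luminescence measurement.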
# FLuc inh: blocks purified firefly luciferase enzyme activity | purified P. pyralis luciferase, luminescence, biochemical | P08659 | Potency, µM (titrated, usually from 115 µM), for the others: top-dose activity change, negative = inhibition, actives largely listed as inhibitors | actives 2.5% (n = 76,000); further: potency means the concentration at half of the fitted maximal effect; nearly all actives have a fitted effect of over 65% in size
# Target sequence (P08659 whole entry, looked up): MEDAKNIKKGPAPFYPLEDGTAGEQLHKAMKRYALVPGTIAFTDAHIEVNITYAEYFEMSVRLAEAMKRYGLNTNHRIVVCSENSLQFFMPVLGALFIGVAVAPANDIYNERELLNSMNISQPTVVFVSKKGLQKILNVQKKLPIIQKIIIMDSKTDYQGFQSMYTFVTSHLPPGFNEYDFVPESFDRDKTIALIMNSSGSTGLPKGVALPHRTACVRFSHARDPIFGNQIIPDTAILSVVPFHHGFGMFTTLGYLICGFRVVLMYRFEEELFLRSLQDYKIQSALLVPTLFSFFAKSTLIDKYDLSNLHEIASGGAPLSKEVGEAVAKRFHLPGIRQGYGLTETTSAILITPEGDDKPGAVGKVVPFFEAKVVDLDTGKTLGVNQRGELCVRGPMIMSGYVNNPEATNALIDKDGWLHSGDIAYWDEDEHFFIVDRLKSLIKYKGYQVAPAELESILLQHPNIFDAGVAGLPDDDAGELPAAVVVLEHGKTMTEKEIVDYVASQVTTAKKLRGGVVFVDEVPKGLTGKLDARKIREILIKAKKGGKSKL
#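 Luminescence read by CCD imager after adding enzyme (10nM final) to wells holding compound, titrated in qHTS. Substrates 10uM each D-luciferin and ATP; buffer 50mM Tris acetate pH 7.5, 10mM Mg acetate, Tween-20, BSA.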
# IP6K1 inh: inhibitors of human IP6K1 | Q92551 | IP6K1 kinase, ADP-Glo luminescence, 2 h; hits give low values | activity change, % (series mostly up to about 58 µM) | actives 0.81% (n = 140,000); in the data active means activity change below about -25%
# Target sequence (Q92551 whole entry, looked up): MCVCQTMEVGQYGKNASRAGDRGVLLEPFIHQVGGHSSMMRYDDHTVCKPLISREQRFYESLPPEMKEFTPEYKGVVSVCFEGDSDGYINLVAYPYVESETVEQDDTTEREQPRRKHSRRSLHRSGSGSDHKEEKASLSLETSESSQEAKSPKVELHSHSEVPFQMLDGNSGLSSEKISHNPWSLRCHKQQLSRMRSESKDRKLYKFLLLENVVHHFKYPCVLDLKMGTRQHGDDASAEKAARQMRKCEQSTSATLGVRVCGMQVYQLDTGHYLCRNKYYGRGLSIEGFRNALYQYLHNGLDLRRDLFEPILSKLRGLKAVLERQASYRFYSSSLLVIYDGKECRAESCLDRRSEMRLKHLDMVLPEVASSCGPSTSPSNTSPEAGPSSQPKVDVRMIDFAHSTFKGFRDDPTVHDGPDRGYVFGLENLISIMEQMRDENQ
#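 ADP-Glo luminescence measures ADP made by human IP6K1 during a 2 h RT reaction with ATP/IP6 (mix at 1.3 mM/130 uM); top library doses 57.5 and 19.1 uM final.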
# Numbers without * were called inactive; i = inactive; u = inconclusive; x = no result given; [ ] = dose if it differs, or a comment. Unless noted, the call rests on the fitted dose curve; in most records, active means well fitted curve in the direction sought with a large enough effect; inconclusive means small, poorly fitted or top-dose-only effect, or another doubt; inactive means no such curve, though single readings can be large; an effect the other way counts as inactive or inconclusive. Unless noted, on the % scale 0 is the no-effect control and ±100 the full control effect. An excerpt; count on the stated rates, not on these rows.
Molecule,GPT2 inhibitor,FLuc inh,IP6K1 inh,HEK293 viab,3T3 cytotox,HEK293 tox,SNCA expr inhib
COc1ccc(F)cc1-c1ccc(CN2CCC(NC(=O)c3ccccc3)C2)cc1 (stereo not given),x,x,-6,x,35µM*,u,x
CC1=C(C(=O)N2CCOC(CCCc3ccccc3)C2)OCCO1 (stereo not given),-15%,u,11,2%,-39%,u,43%[activator]
CCOc1ccc(CN2CCc3nn(C)c(=O)n3CC2)cc1OC,i,2%,8,6%,-19%,-3%,-17%
C=C1[C@H](OC(C)=O)[C@H]2[C@@H](OC(C)=O)[C@](C)(OC(C)=O)C[C@]2(OC(C)=O)C(=O)[C@H](C)/C=C/C(C)(C)C(=O)[C@H](OC(=O)C(C)C)[C@H]1OC(C)=O,i,x,0,-13%[23.9 µM],x,x,x
CC(=O)N1CCN(CC[C@H]2CN(C(=O)Cc3ccccc3)CC[C@H]2CC(=O)O)CC1,-4%[88.5 µM],-4%[172 µM],-19,5%[87.6 µM],i,-8%[172 µM],-29%[87.6 µM]
COc1cc(-c2noc(-c3ccc(NC4CCCCC4)c([N+](=O)[O-])c3)n2)cc(OC)c1OC,x,x,-3,6%,x,x,13%
Cc1ccc(N2CCC(NC(=O)c3ccc(F)cc3Cl)C2=O)cc1C (stereo not given),1%,-7%,11,5%,2%,u,34%[activator]
CCN(CCCNC(=O)CN1N=C(c2ccccc2)CCC1=O)c1cccc(C)c1,x,x,2,-2%,x,x,-15%
COc1cc(-c2ccnc3nc(-c4ccco4)nn23)cc(OC)c1OC,4%,4%,-8,-3%,u,u,13%
Cc1cccc(-c2cccc(CN3CCC(NC(=O)Cc4cccc(Cl)c4)CC3)c2)c1,i,x,-10,u,14µM*,20µM*,u
CN1C(=O)c2cccn2CC1CNS(=O)(=O)c1ccc(F)cc1 (stereo not given),i,1%,0,5%,-8%,u,3%
O=C(c1ccc2c(c1)OCO2)N1CC(Oc2ccc(F)c(F)c2)C1,u,x,-5,-14%,u,-27%,-15%

# An excerpt of these results, as labelled records.
COc1cc(-c2ccnc3nc(-c4ccco4)nn23)cc(OC)c1OC
  GPT2 inhibitor = 4%	FLuc inh = 4%	IP6K1 inh = -8	HEK293 viab = -3%	3T3 cytotox = u	HEK293 tox = u	SNCA expr inhib = 13%
Cc1cccc(-c2cccc(CN3CCC(NC(=O)Cc4cccc(Cl)c4)CC3)c2)c1
  GPT2 inhibitor = i	FLuc inh = x	IP6K1 inh = -10	HEK293 viab = u	3T3 cytotox = 14µM*	HEK293 tox = 20µM*	SNCA expr inhib = u
CN1C(=O)c2cccn2CC1CNS(=O)(=O)c1ccc(F)cc1 (stereo not given)
  GPT2 inhibitor = i	FLuc inh = 1%	IP6K1 inh = 0	HEK293 viab = 5%	3T3 cytotox = -8%	HEK293 tox = u	SNCA expr inhib = 3%

# Additional entries follow.
Molecule,GPT2 inhibitor,FLuc inh,IP6K1 inh,HEK293 viab,3T3 cytotox,HEK293 tox,SNCA expr inhib
CN(C)CC1(O)CCCN(Cc2c(Cl)cncc2Cl)C1 (stereo not given),i,0%,10,6%,-15%,1%,10%
CC(=O)Nc1ccc(CNC[C@H]2COCc3nc4ccc(C)cc4n32)cc1,-6%[88.5 µM],0%[172 µM],-8,-9%[87.6 µM],u,-19%[172 µM],-4%[87.6 µM]
O=C1C[C@@H]2CCN(Cc3ccccc3)C[C@@H]2CCN1C1CCCCC1,u,12%[172 µM],4,4%[87.6 µM],-4%[138 µM],-16%[172 µM],-4%[87.6 µM]
Cc1cc(C(=O)NCc2ccc(F)cc2)c2c(C3CCCN3)noc2n1 (stereo not given),i,x,4,-2%,-9%,1%,-2%
COCCNC(=O)[C@@H]1C[C@H](Oc2ccccc2)CN1C(=O)c1ncoc1-c1cccc(C)c1,0%,5%,-2,-9%,-29%,u,9%
Cc1ccc(CN(Cc2ccco2)C(=O)c2ccc(Cl)cc2Cl)cc1,x,x,2,9%,x,x,9%
COc1ccc2[nH]cc(CCNC(=O)Nc3ccccc3)c2c1,x,x,-14,-17%,x,x,-4%
Cc1cccc(CSc2ncccc2C(=O)O)c1,x,x,-7,2%,x,x,24%
COc1ccc(C2CC(=O)N(Cc3ccc(F)cc3)c3ccccc3S2)cc1OC (stereo not given),x,x,-17,3%,x,x,35%[activator]
c1ccc2c(Cc3c[nH]c4ccccc34)c[nH]c2c1,-12%,x,x,-7%,x,x,89%[activator]
CN1CCCN(C(=O)Cc2cccs2)c2ccccc21,4%,-7%,0,-2%,u,-24%,11%
O=C(O)CC1(CC(=O)N2CC[C@H]3COC(=O)N3c3cc(F)ccc3C2)CCCC1,u,0%[172 µM],6,-4%[87.6 µM],-3%[174 µM],-7%[172 µM],12%[87.6 µM]

# Reprinted from the part before: 4 compounds; new compounds follow.
Molecule,GPT2 inhibitor,FLuc inh,IP6K1 inh,HEK293 viab,3T3 cytotox,HEK293 tox,SNCA expr inhib
COc1ccc(C2CC(=O)N(Cc3ccc(F)cc3)c3ccccc3S2)cc1OC (stereo not given),x,x,-17,3%,x,x,35%[activator]
c1ccc2c(Cc3c[nH]c4ccccc34)c[nH]c2c1,-12%,x,x,-7%,x,x,89%[activator]
CN1CCCN(C(=O)Cc2cccs2)c2ccccc21,4%,-7%,0,-2%,u,-24%,11%
O=C(O)CC1(CC(=O)N2CC[C@H]3COC(=O)N3c3cc(F)ccc3C2)CCCC1,u,0%[172 µM],6,-4%[87.6 µM],-3%[174 µM],-7%[172 µM],12%[87.6 µM]
Cc1ccc(CNC(=O)[C@@]23CCCC[C@H]2N(C)C(=O)CC3)cc1,i,-2%,-12,-20%,-26%,-16%,16%
COc1ccccc1CN(Cc1ccco1)c1cnc(S(C)(=O)=O)nc1C(=O)Nc1cc(C)ccc1C,x,x,-9,7%,x,x,-25%
CCC(=O)N1CCc2cc(Br)cc(S(=O)(=O)CCC(=O)N3CCN(c4cccc(C)c4)C(C)C3)c21 (stereo not given),x,x,-11,-10%,x,x,3%
COc1ccc(C(=O)N[C@@H]2CCC[C@@H]2C(=O)N2CCCCC2)cc1,i,6%,-4,u,i,-9%,6%
O=C(NCc1nnc2cc(-c3nc(C4CC4)no3)ccn12)C1CCC1,3%,1%,-1,-10%,u,u,u
Cc1ccc(-n2c(SCC(N)=O)nc3c(oc4ccccc43)c2=O)cc1C,x,x,22,-2%,x,x,9%
Fc1cccc(CNc2ccc3nnc(-c4ccccn4)n3n2)c1,i,2%[172 µM],37,16%[87.6 µM],u,u,8%[87.6 µM]
CN(C)C(=O)NC[C@@H]1CC[C@H]2C[C@@H]1C2(C)C,i,-2%[230 µM],0,-2%[87.6 µM],-23%[174 µM],u,-3%[87.6 µM]
CCCN(C(=O)c1sc2nc3n(c(=O)c2c1C)CCCC3)c1ccccc1C,x,x,-11,0%,x,x,u
C[C@@H]1CC[C@]2(C(=O)O)CC[C@]3(C)C(=CCC4[C@@]5(C)CC[C@H](O)[C@](C)(C(=O)O)C5CC[C@]43C)C2[C@]1(C)O (stereo not given in full),i,x,18,3%[23.9 µM],x,x,x
CCOCC(O)Cn1cnc(-c2ccccc2)c1-c1cccc(OC)c1F (stereo not given),-1%,1%,11,-18%,-27%,-19%,4%
COCc1cc(CC2(NCC(C)(C)C)COC2)no1,i,-1%[230 µM],15,-4%[87.6 µM],-16%[230 µM],-6%[230 µM],-3%[87.6 µM]

# (continued)
Molecule,GPT2 inhibitor,FLuc inh,IP6K1 inh,HEK293 viab,3T3 cytotox,HEK293 tox,SNCA expr inhib
Cc1ccc(CN2CCCn3nc(C(=O)NCC(C)c4ccccc4)cc3C2=O)cc1 (stereo not given),x,x,-14,13%,x,x,-5%
COCCCNC(=O)Cn1nc(N2CCN(c3ccccc3)CC2)ccc1=O,x,x,16,11%,x,x,7%
COc1cccc(CNC(=O)c2nc3cccnc3n(C3CCCCC3)c2=O)c1,1%,x,0,5%[12.5 µM],u,u,1%
Clc1ccccc1C1Cn2nnc(-c3noc(C4(c5ccccc5)CC4)n3)c2CO1 (stereo not given),i,-2%,3,2%,-25%,-20%,-21%
O=C(CN1CC2CC(C1)[C@H]1CCCC(=O)N1C2)NCc1cccc(Cl)c1 (stereo not given in full),-21%,-9%,12,8%,i,10%,-9%
C#CCNC(=O)c1cc(-c2cccc(F)c2)nc2c1cnn2C,x,x,14,x,u,u,x
CC1CCN(S(=O)(=O)c2ccc3ncn(CC(=O)Nc4ccccc4C(F)(F)F)c(=O)c3c2)CC1,x,x,29,4%,x,x,26%
COc1cccc(S(=O)(=O)N2CC(n3cc(C(=O)NCC4CC4)nn3)C2)c1,i,5%,5,2%,-15%,-7%,24%
COc1ccc(-c2cccc(C(=O)N3CCN(C(=O)c4ccccc4Cl)CC3)c2)nn1,x,x,-4,x,-27%,-10%,x
O=C(Nc1ccc2nc(SCCOc3ccccc3)sc2c1)c1cccs1,x,x,-6,6%,x,x,19%
CC1=C(C(N)=O)C(c2ccc(C)cc2)n2nc(SCc3ccccc3)nc2N1 (stereo not given),x,x,3,3%,x,x,-8%
O=C(CSc1ncccc1C(=O)Oc1ccccc1Cl)Nc1ccc(C(F)(F)F)cc1Cl,x,x,3,-1%,x,x,94%[activator]

# The listing continues:
Molecule,GPT2 inhibitor,FLuc inh,IP6K1 inh,HEK293 viab,3T3 cytotox,HEK293 tox,SNCA expr inhib
CCO[C@H]1CN(C(=O)c2cc(N3CCCCC3)ccc2Cl)C[C@@H]1O,i,0%,18,-3%,-19%,-13%,5%
O=C(C1CCCCC1)N1CCC2(CC1)NCc1ccccc1NC2=O,-11%,x,6,-1%,-6%,-8%,10%
Cc1cccc(N2CCN(C(=O)CCNS(=O)(=O)c3ccc4c(c3)CCN4C(=O)C3CC3)CC2C)c1 (stereo not given),x,x,3,-11%,x,x,-16%
O=C(NCc1ccccc1)c1ccc2nnc(-c3cccnc3)n2c1,2%,x,20,-29%,-27%,2%,25µM*
Cc1ccc(NC(=O)c2cc3c(Cl)nc4ccc(C)cc4c3s2)c(Cl)c1,x,x,17,0%,x,x,21%
CC(=O)N1CC2(CCN(Cc3cncn3C3CC3)CC2)CC1C(=O)O (stereo not given),i,7%,-7,-10%,5%,3%,-27%
CN(C)c1ccc2c(c1)CN(C(=O)c1cnccn1)CCO2,u,x,11,-14%,-19%,-4%,-15%
CC(=O)N1CC[C@H](c2nc3ccc(F)cc3[nH]2)C1,i,-1%[230 µM],2,1%[87.6 µM],5%[174 µM],3%[230 µM],-6%[87.6 µM]
COc1ccc(Cn2c3c(c(=O)n2Cc2ccccc2)CCN(C(=O)c2ccnn2C)C3)cc1,4%,-1%,1,-6%,35µM*,3%,22%
COc1ccc(NC(=O)CN2CCN(CC(=O)Nc3ccccc3F)CC2)cc1OC,x,x,5,-6%,x,x,34%[activator]
COc1cccc(C(=O)Nc2cc(-c3ccncc3)nn2-c2ccccc2)c1,3%,x,0,-12%,u,u,2%
CC1(NC(=O)C2CC2)CN(Cc2nc(-c3ccccc3)cs2)C1,-20%[88.5 µM],13µM*,48,3%[87.6 µM],u,-29%[172 µM],u
